# CAL PDZ FP-1 – inhibitors of human CAL PDZ peptide binding; AID 602252; inhibition, % at 24.9 µM; Q9HD26; 300,000 compounds, 0.92% hits; purified CAL PDZ, TMR-peptide fluorescence polarization, 1 h;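 active means mean inhibition of at least 30% with at least half of replicates also reaching 30%; inconclusive means no clear call, values can overlap the other calls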;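 further: 0% = DMSO neutral control and 100% = excess unlabeled competitor peptide PRC23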
# Tat transport – inhibitors of E. coli Tat protein transport; E. coli MC4100 TorA-mCherry Tat export, fluorescence; 340,000 compounds, 0.036% hits; inhibition, % at 10 µM;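 active means mean replicate inhibition at least 50% and at least half of replicates individually reaching 50%; inconclusive means only one of the two criteria met; inactive means neither criterion met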;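 further: exported cargo escapes ClpAP degradation while cytoplasmic cargo is degraded and loses fluorescence; 0% = median of neutral control wells and 100% = median of NaSCN control wells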
# MITF TRPM1 HTS – activators of MITF-driven TRPM1 promoter activity in SK-MEL-5 cells; SK-MEL-5 TRPM1-promoter luciferase, 24 h; % of positive control, neutral wells = 0; activation, % at 12.5 µM; 300,000 compounds, 0.75% hits; AID 588334;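 active means mean activation of at least 80% with every replicate also reaching 80%; inconclusive means mean reaches 80% but some replicate falls short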;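 further: 0% = neutral control wells and 100% = parthenolide positive control wells; values of inactives mirror those of a sister screen read the other way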
# SR-BI DiI-HDL act – enhances SR-BI lipid uptake from DiI-HDL; CHO ldlA[mSR-BI] cells, DiI-HDL uptake fluorescence, 3 h; 100 = double the neutral-control signal; activation, % at 12.5 µM; 320,000 compounds, 0.096% hits;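 active means mean replicate activation of at least 60% and every replicate at or above 60%; inconclusive means mean or all-replicate condition met, but not both; inactive means mean below 60% and not all replicates reaching 60%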;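 further: 0% = median plate neutral-control signal and 100% = twice that signal; values of inactives mirror those of a sister screen read the other way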
#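 Test system: SR-BI-overexpressing, LDLR-lacking CHO cells; Medium: Ham's F12 with 0.5% BSA, HEPES 25 mM, pH 7.4; Schedule: 3 h, 37 °C; Technique: bottom-read fluorescence, 550/595 nm.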
# phage Ecoli inh – E. coli growth loss with phage present | growth absorbance | 360,000 compounds, 0.26% hits | inhibition, % at 11.9 µM; in the data active means inhibition above about 11%
# CAL PDZ FP-2 – blocks peptide binding to human CAL PDZ domain; AID 504414; purified CAL PDZ, TMR-peptide fluorescence polarization, 1 h; Q9HD26; 330,000 compounds, 0.02% hits; inhibition, % at 20 µM;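 active means highest replicate inhibition of at least 40%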;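 further: plate controls were DMSO neutral control wells for no effect and unlabeled competitor peptide control wells for full effect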
#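 Test system: purified CerCALP PDZ construct; Compound dosing: one concentration, 20 µM compound; Also added: TMR-labelled reporter peptide T*-PRC34 bound in PDZ groove; Read-out: inhibition from polarization loss; Controls: unlabelled peptide and DMSO controls; Signal: FP readout, S and P plane fluorescence; Incubation: 1 h at RT.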
# Ecoli viability – reduces bacterial viability in AddAB counter-screen. 330,000 compounds, 0.27% hits. inhibition, % at 11.9 µM. E. coli V3065 growth, OD600 absorbance, 18 h;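 active means inhibition above the campaign's mean inhibition across all tested compounds plus 3 SD, cut at about 9.9% in these data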;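 further: uninfected addAB+ strain grown without phage in ampicillin broth; 0% = DMSO wells and 100% = ciprofloxacin 0.95 µg/ml wells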
# Wnt bcat act – activates Wnt/beta-catenin signaling in a reporter cell assay; activator, plate reader; activation, % at 9.35 µM; 300,000 compounds, 1.2% hits; in the data active means activation above about 30%, passing the limit was not always enough; inconclusive means no clear call, values can overlap the other calls;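 further: 0% = neutral control wells and 100% = positive control wells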
# AddAB inh – less growth of phage-infected E. coli with AddAB | AID 435030 | E. coli expressing H. pylori AddAB, absorbance growth | 330,000 compounds, 0.29% hits | inhibition, % at 11.9 µM; in the data active means inhibition above about 12%;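 further: 0% = vehicle wells of infected cells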
# SR-BI DiI inh – blocks mouse SR-BI lipid uptake from DiI-HDL | ldlA[mSR-BI] CHO cells, DiI-HDL uptake fluorescence, 3 h | AID 488896 | Q61009 | 320,000 compounds, 0.96% hits | inhibition, % at 12.5 µM;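 active means mean replicate inhibition of at least 70% and a set share of replicates each scoring 70 or more; inconclusive means meets just one of the two criteria; inactive means fails both criteria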;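 further: 0% = median of neutral control wells and 100% = median of positive control wells; values of inactives mirror those of a sister screen read the other way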
# Target sequence (Q61009 whole entry, looked up): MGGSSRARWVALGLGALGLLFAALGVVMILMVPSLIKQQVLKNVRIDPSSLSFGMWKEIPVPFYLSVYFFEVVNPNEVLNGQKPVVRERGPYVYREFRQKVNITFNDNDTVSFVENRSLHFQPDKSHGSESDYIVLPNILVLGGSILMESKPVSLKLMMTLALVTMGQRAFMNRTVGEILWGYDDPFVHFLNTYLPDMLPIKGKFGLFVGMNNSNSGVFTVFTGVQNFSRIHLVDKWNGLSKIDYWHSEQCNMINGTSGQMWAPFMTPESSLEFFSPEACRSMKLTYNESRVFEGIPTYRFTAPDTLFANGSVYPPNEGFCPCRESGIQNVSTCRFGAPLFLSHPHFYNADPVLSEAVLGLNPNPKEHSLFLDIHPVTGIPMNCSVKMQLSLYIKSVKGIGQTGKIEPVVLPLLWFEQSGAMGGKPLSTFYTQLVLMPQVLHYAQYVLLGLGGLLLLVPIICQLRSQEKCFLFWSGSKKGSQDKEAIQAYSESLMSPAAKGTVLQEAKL
# * marks the source's active call; other numbers are inactive results; ? = inconclusive; . = no result given; & = joins results of further samples.
SMILES,CAL PDZ FP-1,Tat transport,MITF TRPM1 HTS,SR-BI DiI-HDL act,phage Ecoli inh,CAL PDZ FP-2,Ecoli viability,Wnt bcat act,AddAB inh,SR-BI DiI inh
NC(=S)Nc1cccc2cccnc12,-4.4,-4.7,-7.1,-9.9,3.8,0.0,0.0,.,1.3,9.9
Cc1cc(OCC(=O)NCCc2c[nH]c3ccccc23)c2c(C)c(C)c(=O)oc2c1,2.0,-0.6,-2.3,-27.2,1.4,1.0,-2.4,-1.7,0.7,27.1
O=C1C2CC=C(Cl)CC2C(=O)N1CCC[n+]1cccc2ccccc21 (centres undefined),1.0,-14.9,-5.4,33.2,1.8,-0.8,-1.4,0.8,1.2,-33.2
NC(=O)[C@@H]1CCCN1C(=O)c1cc(COc2ccc(F)cc2F)on1,-2.6,-1.4,23.8,5.9,1.8,-1.5,-0.2,1.9,2.0,-5.9
O=S(=O)(c1ccc(Cl)cc1)n1c(Cc2ccccc2)nc2ccccc21,1.3,-6.6,13.5,46.2,5.1,-3.0,4.3,-0.7,4.7,-46.2
CCOc1ccc(C(=O)NC2=NCCS2)cc1,.,.,.,.,6.8,.,2.5,12.4,2.4,.
COc1ccc(C(c2c(NC(=O)c3ccccc3)sc(C)c2C)N2CCN(CCO)CC2)cc1 (centres undefined),-4.1,-4.3,-8.2,4.7,3.5,-1.1,-1.0,1.0,2.7,-4.7
NS(=O)(=O)c1ccc(NC(=S)NC(=O)c2cccs2)cc1,7.8,-48.8,11.8,.,1.8,-1.7,1.2,-1.9,1.5,.
COc1ccc(-c2nnc(SCC(=O)N3CCC(Cc4ccccc4)CC3)o2)cc1OC,-3.0,-3.3,-4.4,-9.7,0.8,-0.4,-0.2,.,3.6,9.7
Cc1ccc(Nc2cc(C)nc(NCc3ccccc3)n2)cc1,-1.2,-4.9,-36.3,3.7,2.9,-2.7,1.6,-4.2,5.4,-3.7

# Profiles from above. Order of values: CAL PDZ FP-1, Tat transport, MITF TRPM1 HTS, SR-BI DiI-HDL act, phage Ecoli inh, CAL PDZ FP-2, Ecoli viability, Wnt bcat act, AddAB inh, SR-BI DiI inh
# `NC(=O)[C@@H]1CCCN1C(=O)c1cc(COc2ccc(F)cc2F)on1` across the screens: -2.6, -1.4, 23.8, 5.9, 1.8, -1.5, -0.2, 1.9, 2.0, -5.9
# `CCOc1ccc(C(=O)NC2=NCCS2)cc1` across the screens: ., ., ., ., 6.8, ., 2.5, 12.4, 2.4, .

# Further results.
SMILES,CAL PDZ FP-1,Tat transport,MITF TRPM1 HTS,SR-BI DiI-HDL act,phage Ecoli inh,CAL PDZ FP-2,Ecoli viability,Wnt bcat act,AddAB inh,SR-BI DiI inh
CC1CC(C)CN(C(=O)COC(=O)/C=C/c2cccc([N+](=O)[O-])c2)C1 (centres undefined),-6.2,-3.1,-6.0,-7.1,-0.8,-3.1,.,-2.4,.,7.1
Oc1cccc(/C=N/NC(=S)Nc2cccnc2)c1O,-1.7,-7.1,-7.3,36.9,-2.2,-0.3,-3.1,.,2.8,-36.9
CS(=O)(=O)Nc1ccc(C(=O)Nc2ccc(S(=O)(=O)N3CCCCC3)cc2)cc1,1.4,10.0,1.2,14.2,2.7,-0.8,.,2.8,.,-14.2
CCCC1=C(C(=O)OCC)C(c2ccc(NC(C)=O)cc2)NC(=O)N1 (centres undefined),-1.5,-0.7,1.0,5.0,-1.4,-0.8,2.5,3.1,0.8,-5.0
CCOc1ccc(Cl)cc1S(=O)(=O)n1cnc2ccccc21,.,9.6,-22.8,16.1,2.5,-0.2,-1.6,.,0.2,-16.1
O=C(COc1ccccc1-c1ccccc1)NCc1ccco1,-10.3,0.9,-17.3,-12.1,1.1,-1.3,-0.4,-1.0,-2.3,12.1
O=C1C[C@@H](c2ccccc2)Oc2cc(O)cc(O)c21,-2.3,-8.3,17.0,20.3,0.3,-1.2,-0.7,4.9,3.4,-20.3
Cn1c(CCCNC(=O)c2ccccc2)nc2ccccc21,-1.2,9.2,-0.2,6.0,3.5,-1.2,-2.5,.,3.6,-6.0
COc1ccc(-c2cc(CCCC(=O)NCCc3cc(OC)ccc3OC)no2)cc1,.,6.2,2.5,-36.6,3.9,-2.3,-2.1,.,1.0,36.6
Cc1nc(NC(=O)/C=C/c2ccccc2)sc1C(=O)N1CCCCC1,-3.2,-2.9,-5.8,11.0,3.4,-4.8,1.9,5.4,1.9,-11.0

# Random excerpt: 4 records from the list.
SMILES,CAL PDZ FP-1,Tat transport,MITF TRPM1 HTS,SR-BI DiI-HDL act,phage Ecoli inh,CAL PDZ FP-2,Ecoli viability,Wnt bcat act,AddAB inh,SR-BI DiI inh
O=C1C[C@@H](c2ccccc2)Oc2cc(O)cc(O)c21,-2.3,-8.3,17.0,20.3,0.3,-1.2,-0.7,4.9,3.4,-20.3
CCOc1ccc(Cl)cc1S(=O)(=O)n1cnc2ccccc21,.,9.6,-22.8,16.1,2.5,-0.2,-1.6,.,0.2,-16.1
Cc1nc(NC(=O)/C=C/c2ccccc2)sc1C(=O)N1CCCCC1,-3.2,-2.9,-5.8,11.0,3.4,-4.8,1.9,5.4,1.9,-11.0
CS(=O)(=O)Nc1ccc(C(=O)Nc2ccc(S(=O)(=O)N3CCCCC3)cc2)cc1,1.4,10.0,1.2,14.2,2.7,-0.8,.,2.8,.,-14.2

# More results.
SMILES,CAL PDZ FP-1,Tat transport,MITF TRPM1 HTS,SR-BI DiI-HDL act,phage Ecoli inh,CAL PDZ FP-2,Ecoli viability,Wnt bcat act,AddAB inh,SR-BI DiI inh
Cc1ccc(C2=CSC3=NCCN23)cc1,-11.4,5.1,-8.9,3.4,4.2,-0.6,-0.3,-3.5,2.1,-3.4
Cn1c(SCC(=O)NCc2cccs2)nnc1-c1ccc(S(=O)(=O)N2CCCC2)cc1,0.5,?,-10.3,-2.9,-0.3,0.5,-1.2,-3.1,1.0,2.9
COC(=O)c1nc(-c2ccccc2)oc1N(C)C,-4.0,0.0,.,9.5,0.5,-1.1,1.9,.,5.0,-9.5
O=[N+]([O-])c1ccc(N2CCN(S(=O)(=O)c3ccccc3)CC2)cc1NCC1CCCO1 (centres undefined),-2.6,1.0,9.1,-34.7,2.0,0.2,1.1,.,1.9,34.7
CSCC[C@H](NC(=O)c1ccc2ccccc2c1)C(=O)N1CCC2(CC1)NCCc1[nH]cnc12,0.6,5.9,-7.4,-5.8,3.1,-1.0,0.1,0.6,2.0,5.8
CCc1nnc(NS(=O)(=O)c2ccc(NC(=O)c3ccc(C#N)cc3)cc2)s1,-3.5,0.2,-0.4,-5.0,2.1,-0.2,-0.8,-0.3,-1.1,5.0
CCOC(=O)C1=C(c2ccccc2)NC(=S)NC1c1ccc(Cl)cc1 (centres undefined),-6.1,7.7,19.1,-16.5,-3.9,-0.3,0.1,0.1,-0.1,16.5
O=c1cc(CSc2nc3cc(Cl)ccc3o2)nc2sccn12,-3.0,5.5,8.3,-12.8,3.0,-0.7,-0.8,1.7,3.0,12.8
Fc1cccc(-c2cc3nc4c(c(NCc5ccco5)n3n2)CCCC4)c1,-3.6,-2.4,?,-43.7,2.6,0.7,-0.7,-1.1,1.3,43.7
CN1C(=O)c2ccc(NC(=O)c3c(C(=O)O)cccc3[N+](=O)[O-])cc2C1=O,2.7,-2.3,.,-7.4,-2.3,-0.2,1.4,1.0,-0.1,7.4
CCN(CC(=O)NCc1ccc(F)cc1)Cc1nc2ccccc2c(=O)[nH]1,-1.5,4.4,.,15.0,2.2,-1.6,-0.8,-7.2,1.8,-15.0
CC12CCC(c3c1nc1ccccc1[n+]3[O-])C2(C)C (centres undefined),1.7,-2.1,-5.4,3.3,3.5,0.4,-0.3,-6.2,1.2,-3.3
CS(=O)(=O)Nc1ccc(C(=O)Nc2ccccc2C(=O)NCc2ccco2)cc1,.,6.7,0.8,-39.7,1.7,-0.3,-0.9,-2.9,-2.0,39.7
Cc1cccc(C2c3[nH]c4ccccc4c3CCN2C(=O)c2cc(-c3cccn3C)n[nH]2)n1 (centres undefined),-0.7,-0.2,-47.2,-58.7,0.8,0.3,-2.6,4.3,-1.3,58.7
COc1ccc(NC(=S)NC(=O)c2ccccc2)cn1,.,-3.4,74.3,-17.9,2.4,-0.7,.,19.2,.,17.9
COc1ccc(CC(=O)Oc2ccc(Br)cc2F)cc1S(=O)(=O)N1CCOCC1,-0.5,-1.0,4.5,16.5,2.7,-2.8,0.0,-0.7,0.7,-16.5
CCCc1cc(=O)[nH]c(SCC(=O)NC2CC2)n1,-11.0,-8.4,-0.6,31.0,1.4,-0.6,-1.1,-4.1,1.7,-31.0
COc1cccc(-n2c(C)cc(/C=C3\C(=N)N4N=C(CC(=O)N5CCOCC5)SC4=NC3=O)c2C)c1,1.6,8.1,17.8,-23.5,0.9,-4.1,-2.1,-0.7,-1.6,23.5
CN1CCN(c2oc(-c3ccco3)nc2S(=O)(=O)c2ccccc2)CC1,-1.0,5.1,-7.4,7.8,2.0,-0.2,-0.7,.,3.7,-7.8
N=c1ncn(CC(O)CO)c2nc(N3CCOCC3)[nH]c12 (centres undefined),-2.3,-3.2,-6.7,27.2,1.0,-1.4,0.9,.,0.8,-27.2
Cc1ccc(S(=O)(=O)N2CCN(CC(O)c3ccccc3)CC2)cc1C (centres undefined),.,3.1,10.3,8.8,1.8,0.2,0.2,-1.1,2.0,-8.8
CC(=O)c1cccc(N(CC(=O)NC2CCCC2)C(=O)c2ccc(C)s2)c1,-2.6,0.8,6.9,2.2,3.6,-0.3,-0.3,2.4,1.2,-2.2
O=C(COC(=O)c1cc([N+](=O)[O-])ccc1N1CCOCC1)c1ccccc1,.,-0.8,1.3,-67.1,1.9,-0.9,0.3,-1.4,1.9,67.1
O=C(Nc1ccc(C(=O)N2CCN(c3ccc(F)cc3)CC2)cc1)C1=CSCCO1,-2.5,3.3,20.0,4.6,0.9,-1.8,-0.3,1.0,3.6,-4.6
CCN(CC)c1ccc(S(=O)(=O)N2CCCCC2)cc1NC(=O)C1=COCCO1,-4.4,5.0,0.0,-2.4,3.1,-3.4,-1.0,-1.8,0.3,2.4
C/C(N)=C(/C#N)C(=O)COC(=O)c1cc(C)n(-c2ccc(F)cc2)c1C,-2.5&-0.4,-8.1&3.2,69.4&34.8,-19.2,-0.6&2.7,-0.4&-1.4,0.8,-3.4,5.3,19.2
Cc1ccc(C(=O)N2CC(C)CC(C)C2)cc1NC1=NC2CS(=O)(=O)CC2S1 (centres undefined),9.3,5.1,.,10.4,2.2,-0.8,-1.1,0.0,-2.3,-10.4
CCOc1ccc(N2CC(C(=O)NCc3cccc(C)c3)CC2=O)cc1 (centres undefined),-2.0,-4.7,-10.0,-7.6,3.5,0.5,1.3,.,3.4,7.6

# Compounds as they come, and some 3.6% of all compounds hit somewhere here.
